Assay outcomes (PubChem)
Dynein transport = inhibitors of GR-EGFP nuclear translocation, primary screen, dynein cargo transport inhibitor project, imaging, high-content, 3617.4 mouse cells | test concentration mostly 20 µM; stimulated with dexamethasone, 1 µM; active compounds read low | z-score, hits read low | actives 0.47% (n = 220,000);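 active means plate z-score of nuclear minus cytoplasmic receptor signal below a set negative limit, without overly bright fluorescence or cell loss, cut at about -3.5 in these data, passing the limit was not always enough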;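 further: z-score of nuclear minus cytoplasmic ring GR-EGFP intensity difference per well; some compounds called inactive have numbers as strong as hits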
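Buffer or medium: tet-free, stripped-serum medium; Also added: dexamethasone, 1.0 µM final; Technique: high-content fluorescence imaging after fixation; Times: 48 h induction, 1 h compound, 30 min dex at 37 °C; Read-out: per-cell GR-EGFP intensity, nucleus versus surrounding cytoplasmic ring, well-averaged.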
NOD2 inhibition = NOD2 signaling inhibitors, cell-based, luminescence, uHTS, HEK293 (AID 1566); HEK293 NOD2/NF-kB luciferase reporter, luminescence; higher % means a stronger effect; inhibition, % at 4 µM, or EC50 in µM where a hit was titrated; actives 0.63% (n = 290,000); in the data active means inhibition above about 50%; further: many of its hits are not listed in these tables
MT stabilizer = microtubule stabilizers in HeLa cells, primary screen, imaging, high-content imaging; HeLa tubulin immunostaining HCS, 24 h; share of cells brighter than vehicle mean+2SD; % tubulin-high responders, % at 10 µM; actives 0.83% (n = 200,000);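 active means plate Z-score above 3 for both tubulin-high and condensed-nucleus cell shares, with cell loss under 80%, at 10 µM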;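 further: anti alpha tubulin signal scored within the nucleus-defined area of each cell; some results filed as inactive read as strong as hits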
bCat nuc transl = modulators of beta-catenin nuclear translocation, primary screen, imaging, HeLa cells, immunofluorescence, high-content; nuclear translocation activity, % at 5 µM; actives 0.3% (n = 190,000); AID 1665, 2009;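 active means nuclear translocation activity above 50% at 5 µM, with a well cell count of 50 or more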;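 further: per-cell ratio of nuclear to cytoplasmic median beta-catenin stain intensity; plate controls were DMSO negative control for no effect and GSK-3 inhibitor IX positive control for full effect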
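Read-out: Nuclear/cytoplasmic beta-catenin signal ratio, % activation | Assay system: Human HeLa cell line | Times: 24 h compound exposure at 37°C, 5% CO2 | Signal: Fluorescence imaging of beta-catenin antibody stain plus DAPI | Dosing: 5 µM primary, 0.02–20 µM confirmation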
Autophagy HCS = autophagy modulators in MEF cells, primary screen, imaging, high-content, MEF GFP-LC3. MEF GFP-LC3 puncta imaging; test concentration mostly 10 µM. calls only at 10 µM (by protocol). actives 0.98% (n = 190,000). AID 463193, 2010;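 active means percentage of spot-positive cells more than 3 SD above its plate mean, without a fluorescence outlier flag or 80% toxicity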;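 further: spot-positive cell cutoff set from DMSO-treated cells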
Hep lipid drop = inhibitors of hepatocyte lipid droplet formation, primary screen, imaging, high-throughput imaging, BODIPY stain. AML12 mouse hepatocytes, oleate lipid droplets. actives 0.4% (n = 240,000). inhibition, % at 6.5 µM;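 active means lipid droplet intensity inhibited by at least 50%, with more than 500 cells counted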
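Test system: AML12 hepatocytes (mouse); reagent: oleate loading, 100 µM; dosing: one dose, 6.5 µM compound; incubation: overnight exposure; signal: fluorescence imaging, 20x objective, two fields per well; read-out basis: % inhibition of corrected integrated BODIPY droplet signal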
Ins promoter up = insulin promoter activators in MIN6 cells, imaging, high-content screening, mouse beta cells | MIN6 insulin promoter-GFP reporter; active compounds read high | z-score at 5 µM | actives 0.3% (n = 190,000) | AID 1625, 2009;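 active means z-score above 3 at 5 µM with at least 500 cells counted in the well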
WT yeast gro inh = growth inhibition of WT strain, primary screen, mitochondrial fusion inhibitor project, WT and mutant strains, chemical genetic; mitochondrial fusion phenotypic screen; inhibition, % at 10 µM; actives 2.1% (n = 190,000); AID 1362, 2008; in the data active means inhibition above about 58%; tested in S. cerevisiae
Yfh1-off respiration = enhancers of respiration in Yfh1-depleted yeast, dose response, Friedreich's ataxia, plus single-dose screen (AID 1465); S. cerevisiae Yfh1-off respiration, WST-1 reduction, 72 h; higher fold induction means a stronger effect; one-dose fold induction at 50 µM; EC50 in µM for titrated hits; actives 0.074% (n = 220,000);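 active means fold induction of absorbance versus untreated yeast above a set limit, then at least 30% activation at any dose in follow-up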;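 further: activators that raise dye reduction in frataxin-depleted yeast; strong numbers were not always called active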
WT yeast gro inh mutant strain = further read-out of WT yeast gro inh, marked with its call; inhibition, %; mitochondrial fusion phenotypic screen, mutant strain inhibition
Dynein transport cytoplasmic EGFP = second read-out of Dynein transport, no call of its own (marks repeat the call); z-score; measured here: cytoplasmic GR-EGFP intensity; active compounds read high
Dynein transport nuclear GR-EGFP = also measured in Dynein transport; calls as there; z-score; measured here: nuclear GR-EGFP intensity;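 lower value marks the stronger effect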
Dynein transport cell count = also measured in Dynein transport; calls as there; z-score; measured here: cell count per field
Ins promoter up cell count = recorded beside Ins promoter up, whose call it bears; cell count; measured here: cytotoxicity, nuclei count;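 total cells summed across four imaged fields per well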
Hep lipid drop cells 6.5 µM = second read-out of Hep lipid drop, no call of its own (marks repeat the call); cell count; measured here: cell count, cytotoxicity flag;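 cells counted across two imaged fields per well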
bCat nuc transl cell count 5 µM = further read-out of bCat nuc transl, marked with its call; cell count; measured here: cell count, cytotoxicity flag
MT stabilizer Hoechst-high % = second read-out of MT stabilizer, no call of its own (marks repeat the call); % Hoechst-high responders; measured here: nuclear condensation Hoechst responders;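 share of cells brighter than vehicle mean plus two SD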
MT stabilizer cytotoxicity % = further read-out of MT stabilizer, marked with its call; toxicity, %; measured here: cytotoxicity by cell density;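 0% = mean cell density of plate MIN control wells and 100% = no cells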
Autophagy HCS cell loss 18 h = second read-out of Autophagy HCS, no call of its own (marks repeat the call); toxicity, %; measured here: cell loss, nuclei count;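 cell loss after 18 h compound exposure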
Active calls of the source: *; i = inactive; / = no result given; & = joins results of further samples.

SMILES	Dynein transport	Dynein transport cytoplasmic EGFP	Dynein transport nuclear GR-EGFP	Dynein transport cell count	NOD2 inhibition	MT stabilizer	MT stabilizer Hoechst-high %	MT stabilizer cytotoxicity %	bCat nuc transl	bCat nuc transl cell count 5 µM	Autophagy HCS	Autophagy HCS cell loss 18 h	Hep lipid drop	Hep lipid drop cells 6.5 µM	Ins promoter up	Ins promoter up cell count	WT yeast gro inh	WT yeast gro inh mutant strain	Yfh1-off respiration
COc1ccc(/C=C/C(=O)NCc2cn(C)nc2C)cc1COc1ccc(Br)cc1	0.37	-0.15	-0.5	-0.66	18%	2.7	2.0	6.7	/	/	i	16	/	/	/	/	3	-32	i
CC(C)Sc1nc2c(cnn2-c2ccccc2)c(=O)[nH]1	-1.3	-0.2	-0.29	0.7	10%	2.3	3.5	8.0	-0.8	1142	i	1	18	604	-0.6	1545	-18	-22	i
O=C(CSc1nnc(-c2ccco2)n1Cc1ccco1)N1CCOCC1	-0.0082	-0.21	0.24	0.59	4%	4.4	2.3	6.3	-3.8	924	i	-12	/	/	-0.01	1325	1	31	i
CN(C(=O)c1cc2c(s1)-c1ccccc1S(=O)(=O)C2)c1ccccc1	0.1	-0.17	0.46	0.03	3%	/	/	/	1.1	1329	/	/	24	712	0.07	1104	/	/	i
O=C(c1ccco1)N1CCN(c2nc(C3CC3)nc3sc4c(c23)CCCC4)CC1	0.082	-0.19	0.089	0.025	19%	4.4	2.6	1.5	2.2	1185	i	-7	/	/	-0.94	1071	43	9	i
O=C(COC(=O)c1cnccn1)c1ccc(Br)cc1	1.3	-0.47	0.4	0.15	13%	2.7	1.9	11	1.6	984	i	8	/	/	0.13	1314	7	1	i
CCOc1ccc(/C=N/Nc2nc(N3CCCC3)nc(N3CCCC3)n2)cc1OC	0.26	-0.27	-0.77	0.37	-13%	2.2	1.4	1.4	-1.0	1337	i	2	/	/	1.3	1555	-21	-6	i
O=C(CSc1nnc(-c2cccs2)n1Cc1ccco1)Nc1ccc2c(c1)OCO2	-0.2	-0.13	-0.066	-0.066	-18%	4.3	2.3	3.8	-0.7	1141	i	38	-7	731	-0.19	1145	-3	-5	i
C=CCn1c(SCc2nc3scc(-c4ccccc4)c3c(=O)[nH]2)nnc1-c1ccccc1F	1.6	-0.11	1.2	-1.5	28%	3.2	2.7	6.2	1.2	1131	i	5	14	618	-0.8	1240	-1	10	i
C[n+]1ccccc1/C=N/O	0.21&0.3	-0.3&-0.25	0.29&0.59	0.72&0.31	10%	2.9&2.0	2.1&1.2	4.7&3.8	2.1	494	i	17&-39	14&-6	744&668	/	/	11&3	-14&-2	i
CC(C)C(C(=O)Nc1ccc(N2CCOCC2)cc1)N1C(=O)c2ccccc2C1=O (stereo not drawn)	0.99	-0.15	0.77	0.45	2%	1.5	4.2	9.8	3.0	1374	i	-1	/	/	0.5	1505	8	3	i
Cc1cc(NC(=O)c2ccc(Cl)cc2)c(C(C)C)cc1O	0.045	-0.18	-0.035	-0.33	18%	1.6	1.4	5.9	0.9	1285	i	-3	/	/	0.49	1607	-5	11	i
CCOc1ccc(C(=O)COC(=O)CC)cc1	-0.85	-0.17	-0.14	-0.025	4%	2.8	4.0	16	-3.1	1079	i	43	9	690	-0.02	1820	9	-21	i
Nc1c(-c2cccc(Cl)c2)cnn1-c1cccc(C(F)(F)F)c1	0.24	-0.24	0.82	0.51	1%	1.8	1.9	10	-1.2	1442	i	-27	/	/	0.95	1203	1	-10	i
c1ccc(-c2nnc(-c3c[nH]c4ccccc34)nc2-c2ccccc2)cc1	0.82	-0.058	0.62	-0.013	3%	2.0	1.7	4.8	-3.6	1228	i	-1	8	760	-1.4	745	38	31	i
CCCCCCCCc1nc(=S)[nH][nH]1	-0.43	-0.074	-0.11	-1.3	-15%	2.5	2.2	6.6	-2.1	1141	i	-9	-5	721	/	/	45	8	i
O=C(NNC(=O)c1cccc(S(=O)(=O)N2CCc3ccccc32)c1)c1ccccc1	-0.86	-0.34	0.056	0.72	36%	3.1	3.3	3.8	-1.3	1111	i	8	-2	682	-1.4	844	-5	10	i
O=C(COC(=O)c1ccc2ccccc2c1O)NCC(F)(F)F	-0.97	-0.28	-0.47	0.97	5%	/	/	/	1.1	1388	/	/	1	644	0.01	1152	/	/	i
CC(=O)Oc1ccc([N+](=O)[O-])cc1N1C(=O)c2ccccc2C1=O	0.18	-0.27	0.21	0.24	9%	2.7	2.8	4.0	-2.0	1001	i	-8	-4	706	0.18	1373	0	12	i
O=C(Oc1ccc2ccc(OC(=O)N3CCOCC3)cc2c1)N1CCOCC1	0.56	-0.096	0.77	-0.74	17%	1.4	2.2	9.2	1.6	1062	i	0	-3	586	-0.06	1251	6	-11	i
COC(=O)c1ccc(C(=O)NC(=S)Nc2nc3c(s2)CC(C)CC3)cc1 (stereo not drawn)	-0.36	-0.26	-0.36	0.48	5%	9.7	4.6	0.5	2.5	872	i	-5	13	690	0.22	1397	-2	20	i
Fc1ccc(Cn2nnnc2CN2CCc3ccccc3C2)cc1	-0.94	-0.18	-0.15	0.046	-7%	3.5	2.4	1.5	3.2	997	i	2	-7	761	0.85	869	15	18	i
CN1/C(=C\C(=O)COC(=O)c2ccc(O)c(O)c2)C(C)(C)c2ccccc21	-1.9	-0.09	-1.3	0.76	0%	3.7	3.8	9.0	-1.4	1038	i	8	-9	696	-3.3	704	-18	-17	i
O=C(COC(=O)Cc1ccccc1F)Nc1ccc(F)cc1F	-0.7	-0.3	-0.16	0.7	1%	1.6	1.9	6.6	-6.1	1148	i	12	-3	658	-0.04	1598	-4	-10	i
Cc1ccc(CNC(=O)c2oc3ccc(S(=O)(=O)N4CCC5(CC4)OCCO5)cc3c2C)cc1	-0.77	-0.18	-0.35	0.32	15%	2.0	1.2	2.0	1.5	1015	i	10	-6	665	0.1	1716	5	7	i
COc1ccc(NC(=O)c2ccc(-c3ccc([N+](=O)[O-])cc3)o2)cc1	-1.1	-0.14	-0.57	1	-3%	1.9	2.3	9.1	-0.9	1042	i	-5	-6	693	/	/	2	2	i
O=C(Nc1ccc2c(c1)CCC2)c1c(F)cccc1Cl	0.52	-0.083	0.1	-0.3	-156%	6.2	1.5	0.3	3.0	1067	i	-1	16	655	-0.21	1285	1	-3	i
COCCn1c(N)c(C(=O)NS(=O)(=O)c2ccc(C)cc2)c(=O)[nH]c1=O	0.32	0.23	-0.11	0.62	3%	2.1	0.9	0.1	2.4	892	i	5	11	646	0.19	1669	-2	4	i
Cc1cccc(NC(=O)c2c(C)cc(=O)oc2C)n1	-0.054	-0.17	0.25	0.68	9%	6.9	3.6	8.1	-4.9	1172	i	-1	20	754	/	/	-6	-13	i
CCOC(=O)c1c(C)nc(C)c(C(=O)OCC)c1-c1cccc(N)c1	-1.4	-0.27	-0.44	1.2	9%	2.0	1.8	8.9	1.9	776	i	13	0	691	/	/	-5	6	i
CCn1c(O)c(/C=N/N=C/c2ccc(OC)cc2)c2cc(C3=NNC(=O)CC3)ccc21	0.49	0.44	0.46	-0.12	-10%	/	/	/	3.7	1297	/	/	1	671	/	/	/	/	i
CC(=O)Nc1ccc(Oc2cnc3ccccc3n2)cc1	0.43	-0.22	0.49	0.31	17%	2.1	1.7	3.2	-3.5	979	i	11	/	/	0.26	1467	7	4	i
CCC(C)NC(=O)/C=C/c1ccc(S(=O)(=O)NCc2ccco2)cc1 (stereo not drawn)	0.083	-0.34	-0.46	-0.42	12%	1.5	2.0	4.0	0.5	929	i	-5	4	687	0.63	1599	5	4	i
COc1ccc(NC(=O)C2CCCN(S(=O)(=O)c3cnc[nH]3)C2)cc1 (stereo not drawn)	-0.68	-0.23	-0.2	0.69	-3%	1.9	3.9	8.6	/	/	i	-7	/	/	1	840	-10	-6	i
Cc1ccc(C(=O)NNC(=O)c2cccs2)cc1	2.6	-0.055	2.1	-1.6	-42%	4.5	1.6	9.5	-0.6	1120	i	28	11	685	-0.63	1358	5	5	i

A second format for some results above:
Second line of a record: Dynein transport	Dynein transport cytoplasmic EGFP	Dynein transport nuclear GR-EGFP	Dynein transport cell count	NOD2 inhibition	MT stabilizer	MT stabilizer Hoechst-high %	MT stabilizer cytotoxicity %	bCat nuc transl	bCat nuc transl cell count 5 µM	Autophagy HCS	Autophagy HCS cell loss 18 h	Hep lipid drop	Hep lipid drop cells 6.5 µM	Ins promoter up	Ins promoter up cell count	WT yeast gro inh	WT yeast gro inh mutant strain	Yfh1-off respiration
> CC(=O)Nc1ccc(Oc2cnc3ccccc3n2)cc1
 : 0.43	-0.22	0.49	0.31	17%	2.1	1.7	3.2	-3.5	979	i	11	/	/	0.26	1467	7	4	i
> CCOC(=O)c1c(C)nc(C)c(C(=O)OCC)c1-c1cccc(N)c1
 : -1.4	-0.27	-0.44	1.2	9%	2.0	1.8	8.9	1.9	776	i	13	0	691	/	/	-5	6	i
> CCC(C)NC(=O)/C=C/c1ccc(S(=O)(=O)NCc2ccco2)cc1 (stereo not drawn)
 : 0.083	-0.34	-0.46	-0.42	12%	1.5	2.0	4.0	0.5	929	i	-5	4	687	0.63	1599	5	4	i

These rows are one share of the data; count on the stated rates, not on these rows.
